LYPLA2 inh – blocks human lysophospholipase 2, a PME1 counter-screen. inhibition, % at 5.9 µM. actives 0.38% (n = 320,000). recombinant LYPLA2, FP-Rh probe fluorescence polarization. AID 2177. O95372;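 active = inhibition above the screen-wide mean plus 3 SD, limit set per campaign, cut at about 26% in these data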;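 note: 0% = LYPLA2 with DMSO and 100% = wells lacking LYPLA2 enzyme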
Target sequence (O95372 whole entry, looked up): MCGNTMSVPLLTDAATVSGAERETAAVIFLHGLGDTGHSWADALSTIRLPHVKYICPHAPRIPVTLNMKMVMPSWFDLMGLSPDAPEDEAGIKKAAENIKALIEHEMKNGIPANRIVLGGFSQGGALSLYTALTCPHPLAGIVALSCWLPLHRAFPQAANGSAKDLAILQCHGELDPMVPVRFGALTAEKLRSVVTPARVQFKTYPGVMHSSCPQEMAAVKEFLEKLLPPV
PREPL inhibitor – inhibitors of human prolyl oligopeptidase-like enzyme PREPL | Q4J6C6 | recombinant PREPL, fluorescence polarization activity-based probe | inhibition, % at 5.96 µM | actives 0.68% (n = 320,000) | AID 2751; in the data active = inhibition above about 43%;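 note: 0% = enzyme with DMSO and 100% = wells lacking enzyme; many of its hits are not listed in these tables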
PP1 inh – counter-screen for PP5 inhibitors: inhibitors of human PP1-alpha; P62136; actives 0.9% (n = 320,000); purified PP1alpha, OMFP fluorescence; AID 2235; inhibition, % at 6.7 µM;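 active = inhibition above the mean inhibition of all tested compounds plus 3 SD, computed separately for each screening campaign, cut at about 15% in these data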
Target sequence (P62136 whole entry, looked up): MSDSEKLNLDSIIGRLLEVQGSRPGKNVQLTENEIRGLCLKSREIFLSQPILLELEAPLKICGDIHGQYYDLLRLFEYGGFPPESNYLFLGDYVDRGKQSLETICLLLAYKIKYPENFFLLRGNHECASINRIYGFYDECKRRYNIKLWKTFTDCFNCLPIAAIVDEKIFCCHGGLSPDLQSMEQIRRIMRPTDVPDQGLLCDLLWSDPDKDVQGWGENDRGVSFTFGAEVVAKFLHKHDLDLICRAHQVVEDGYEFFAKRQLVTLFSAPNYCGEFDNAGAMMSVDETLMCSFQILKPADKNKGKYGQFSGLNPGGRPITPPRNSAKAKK
JMJD2C inh – human JMJD2C demethylase inhibition; GST-JMJD2C(1-420) H3K9me3 demethylation, DELFIA europium; inhibition, % at 2.35 µM; actives 0.069% (n = 330,000); AID 2099;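 active = more than half of a compound's replicate wells show inhibition beyond 50%, single wells judged on their own value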;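 note: signal counts dimethyl H3K9 product captured on neutravidin plate; 0% = median of DMSO wells and 100% = 0.3 times that DMSO median; strong numbers were not always called active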
PP5 primary – inhibitors of human protein phosphatase 5 (PP5) | P53041 | purified PP5c, OMFP substrate fluorescence | inhibition, % at 6.7 µM | actives 0.18% (n = 320,000);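 active = inhibition above the campaign's mean inhibition across all tested compounds plus 3 SD, cut at about 9.5% in these data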;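 note: 0% = DMSO only and 100% = 100 µM cantharidin control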
Target sequence (P53041 whole entry, looked up): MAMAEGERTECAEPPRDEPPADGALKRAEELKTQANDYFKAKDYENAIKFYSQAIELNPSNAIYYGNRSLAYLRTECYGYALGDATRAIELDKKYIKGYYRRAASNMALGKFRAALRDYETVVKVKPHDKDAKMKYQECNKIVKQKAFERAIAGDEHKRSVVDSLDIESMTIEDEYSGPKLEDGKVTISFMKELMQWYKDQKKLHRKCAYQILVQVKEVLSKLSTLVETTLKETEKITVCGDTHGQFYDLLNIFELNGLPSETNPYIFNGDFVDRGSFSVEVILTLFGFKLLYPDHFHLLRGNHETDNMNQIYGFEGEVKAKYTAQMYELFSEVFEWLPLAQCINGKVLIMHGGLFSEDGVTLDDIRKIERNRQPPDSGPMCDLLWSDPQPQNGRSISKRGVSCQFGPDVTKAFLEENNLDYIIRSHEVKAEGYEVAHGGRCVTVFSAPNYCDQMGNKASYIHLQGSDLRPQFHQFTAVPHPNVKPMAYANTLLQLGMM
TPT1 inhibitor – C. albicans TPT1 enzyme inhibition. recombinant caTPT1, FP RNA substrate dephosphorylation. inhibition, % at 5 µM. actives 0.81% (n = 300,000). AID 1962;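 active = inhibition above the mean of all tested compounds plus 3 SD, set per screening campaign, cut at about 24% in these data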;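 note: plate controls were DMSO alone for no effect and ferristatin control at 100 nM for full effect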
Efflux pump mplx – antifungal efflux pump inhibition, Nile Red retention; S. cerevisiae Candida pump triplex; inhibition, % at 10 µM; actives 0.44% (n = 330,000); AID 485275;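 active = plate passing quality check with inhibition over a set limit, or well fluorescence over plate mean plus 4 SD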;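 note: Nile Red retained in pooled yeast measured as flow cytometry median fluorescence; 0% = buffer negative control and 100% = Enniatin B positive control; higher means more Nile Red kept so more efflux inhibition; some compounds called inactive have numbers as strong as hits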
HCV core dimer – blocks dimerization of HCV core protein; TR-FRET GST/Flag-core106 dimerization, 1536-well; inhibition, % at 5 µM; actives 0.33% (n = 300,000); AID 1899;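 active = inhibition above the mean of all tested compounds plus 3 SD, set per screening campaign, cut at about 45% in these data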
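Assay system: Tagged HCV core106 pair (GST and Flag) | Buffer or medium: KF-containing HEPES buffer, pH 7.45, DTT, CHAPS, BSA | Also added: Eu donor and XL665 acceptor anti-tag antibodies | Dosing: One concentration, 5 µM, in 0.5% DMSO | Timing: 4 h at 22.5 °C | Technique: TR-FRET 671 and 617 nm emission | Repeats: Singlicate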
Fh CTSL1 inh – blocks F. hepatica cathepsin L1 in PFM18AAP counter-screen. recombinant F. hepatica cathepsin L1, Z-Leu-Arg-MCA fluorescence. inhibition, % at 5.96 µM. actives 0.49% (n = 300,000);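 active = inhibition above the mean of all tested compounds plus 3 SD, set per screening campaign, cut at about 17% in these data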;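 note: 0% = plate median of test compound wells and 100% = 1 µM Z-Phe-Ala-diazomethylketone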
* hit, by the source's call; nt = not tested or not shown; & = joins results of further samples. Some of the compounds tested; rates above refer to the full screens.

SMILES	LYPLA2 inh	PREPL inhibitor	PP1 inh	JMJD2C inh	PP5 primary	TPT1 inhibitor	Efflux pump mplx	HCV core dimer	Fh CTSL1 inh
Clc1ccc(-c2nnc(SCc3cn4ccsc4n3)n2CC2CCCO2)cc1 (configuration not stated)	4	17	3	7	2.0	-5	0.0	-3	-4
COc1ccc(NC(=O)NN2CCN(C)CC2)cc1OC	-4	7	-4	-7	-0.4	4	0.1	1	1
O=S(=O)(NCc1ccccc1)NCc1cccc(C(F)(F)F)c1	-2	-6	0	-7	1.2	3	0.1	2	-5
CCOc1ccc(N(CCC#N)S(=O)(=O)c2ccc(OC)cc2)cc1	-2	3	-3	5	-1.2	-3	0.5	4	-4
CC(CNS(=O)(=O)c1ccc(Br)cc1)CN(C)C (configuration not stated)	-6	-34	-6	5	-1.0	-1	0.0	-2	-1
COc1ccccc1C(=O)NNC(=O)C1CCCO1 (configuration not stated)	0	7	5	3	1.2	-1	0.2	3	-3
COC(=O)C1(C)NC(c2ccco2)C2C(=O)N(c3ccc(F)cc3)C(=O)C21 (configuration not stated)	4	-6	-1	14	-0.9	1	-0.1	-3	2
Nc1ccccc1Nc1cccc(C(F)(F)F)c1	-4	12	-4	2	4.8	-1	0.1	-6	0
O=C1COc2ccc(C(=O)COC(=O)c3sc4ccccc4c3Cl)cc2N1	-33	16	13	-13	-0.4	-2	-0.2	-3	5
c1ccc(-c2csc(-c3ccc(-c4csnn4)cc3)n2)cc1	-1	-4	-1	4	-1.4	0	-0.1	2	2
O=C(CN1C(=O)NC2(CCCC2)C1=O)Nc1ccc(C(F)(F)F)cc1	-1	7	2	0	3.6	1	0.1	-12	-2
CCOC(=O)c1sc(N)c(C#N)c1COC(=O)C1=COCCO1	-1	20	3	5	3.2	nt	0.2	nt	nt
CCOC(=O)c1ccc(-n2c(=O)[nH]c3ccccc3c2=O)cc1	0	2	3	-2	1.8	-1	-0.1	-4	-1
CC(=O)N(C)N(C)c1cc(C)nc(N)n1	7	9	0	3	2.0	-4	-0.1	-9	-3
CN1C[C@@H]2C(c3ccc(C(F)(F)F)cc3)C3(c4ccccc4)CC2(C3)[C@H]1c1ccccc1 (some centres not stated)	-1	-4	-3	12	2.0	-2	0.1	8	0
O=C(c1ccc(F)cc1F)N1CCN(c2ncccn2)CC1	-1	7	-2	8	1.8	6	0.1	-2	-1
CCCn1c(SCC(=O)NCc2ccccc2Cl)n[nH]c1=O	-4	1	-2	-7	-1.0	-1	0.0	5	-2
COc1ccc(S(=O)(=O)NNC(=O)Nc2ccc(C)cc2)c(OC)c1	5	4	-3	-1	0.5	1	-0.1	0	1
COc1ccc(C(=O)NCC2OCCc3ccccc32)cc1 (configuration not stated)	2	9	-1	-1	-0.1	-4	-0.1	2	4
CCOc1ccc(NC(=O)c2ccc(CSc3nnnn3C)cc2)cc1	-2	0	-1	3	-0.6	1	0.0	-4	2
CC(C)NC(=O)COC(=O)c1cncc(Br)c1	-2	5	-1	13	0.1	-2	-0.1	0	11
CCC(C)N(C(=O)COC(=O)C1CCN(S(=O)(=O)c2ccc(C)c(C)c2)CC1)C1CCS(=O)(=O)C1 (configuration not stated)	-6	1	2	-7	0.5	-1	0.2	0	7
CCN(CC(=O)NCc1cccs1)C(=O)c1cccc(S(=O)(=O)NC)c1	1	1	-6	11	-1.0	0	-0.1	-1	3
Cc1sc2ncn(CC(=O)NCCCN3CC(C)CC(C)C3)c(=O)c2c1S(=O)(=O)N1CC(C)CC(C)C1 (configuration not stated)	8	4	-5	7	-0.1	0	-0.2	6	-3
COc1cc2c(cc1OC)-c1cc(N3CCCc4ccccc43)nc(=O)n1CC2	-2	10	5	9	3.4	0	0.2	3	-3
COC(=O)c1ccccc1NC(=O)CSCC(=O)Nc1ccccc1OC	2	19	2	-7	0.6	-1	-0.2	-5	-1
NC(=O)C1CCN(C(=O)COc2cccc3ccccc23)CC1	2	-12	2	-2	0.3	-1	0.0	0	-1
CC(C)On1c(SC(C)C)nc2ccccc2c1=O	15	0	1	4	-0.4	-5	0.0	0	2
O=c1c2ccccc2n2c(-c3cccc(Cl)c3)nnc2n1Cc1ccccc1	0	-4	1	7	2.0	0	-0.2	13	-3
O=C(NCc1ccc(Cl)cc1)c1cccc2c1C(=O)N(CC1CCCO1)C2 (configuration not stated)	1	-2	1	2	4.5	-2	0.0	4	2

Other results:
SMILES	LYPLA2 inh	PREPL inhibitor	PP1 inh	JMJD2C inh	PP5 primary	TPT1 inhibitor	Efflux pump mplx	HCV core dimer	Fh CTSL1 inh
COc1cc(OC)c(C(=O)Nc2ccncc2)cc1OC	4	-4	4	4	2.1	2	0.0	-1	-2
O=C1CC(c2ccccc2)CC2=C1C(c1ccccn1)Nc1ccccc1N2 (configuration not stated)	8	24	-2	8	0.0	-1	-0.1	3	-1
CCN(C(=O)CSc1nnnn1-c1ccccc1)c1c(N)n(Cc2ccccc2)c(=O)[nH]c1=O	-5	-9	-2	-2	1.2	2	0.2	4	-3
S=c1[nH]nc(-c2ccco2)n1/N=C/c1ccccc1Cl	3	17	1	4	-1.6	4	0.3	0	2
CCN(c1ccccc1)S(=O)(=O)c1ccc(F)c(C(=O)O)c1	-2	3	-2	2	0.3	-1	-0.2	-4	0
Cc1cc(OCC(=O)NCCN2CCOCC2)cc(C)c1Br	-9	-2	-3	-11	-0.3	-5	0.0	3	-3
Cc1ccc(S(=O)(=O)N2CC3(C)CN(S(=O)(=O)c4ccc(C)cc4)CC(C)(C2)C3O)cc1 (configuration not stated)	-2	10	-2	2&18	1.9	-8	-0.1	2	2
Cc1ccccc1OCC(=O)NC(=S)Nc1ccc2c3c(cccc13)CC2	1	7	0	9	2.6	2	0.0	-4	0
Cc1ccc(Cl)cc1NC(=O)COC(=O)C1CCCC1	-5	3	-1	-16	-2.1	1	0.5	-14	-10
Cn1c(SCC(=O)NC2CCCC2)nnc1-c1ccccn1	0	14	-4	-5	0.0	-1	1.9	4	5
FC(F)(F)c1nnc2ccc(NCc3cccnc3)nn12	-2	-1	-4	-2	3.5	-3	0.0	-2	-1
COc1cc(OC)cc(C(=O)NNC(=O)CCCOc2ccccc2)c1	3	4	-3	-12	1.4	nt	0.2	nt	nt
C=CCCCOc1ccc(C(=O)O)cc1	6	12	-4	3	-0.2	1	-0.1	4	-2
CCOC(=O)N(Cc1ccccc1)C(C(=O)O)C(C(=O)O)N(Cc1ccccc1)C(=O)OCC (configuration not stated)	4	13	-2	-15	2.8	1	-0.1	-6	0
CCC(CC)Nc1ccc(C(CC(N)=O)NC(=O)Cc2cccc3ccccc23)cc1[N+](=O)[O-] (configuration not stated)	-7	-10	17*	-5	1.7	11	0.0	-4	2
CCN(CC)S(=O)(=O)c1cccc(C(=O)OCC(=O)N2CC(=O)Nc3ccccc32)c1	2	1	-2	5	-0.3	-1	-0.3	-2	-1
CC1=C(C(=O)NC2CCCc3c2cnn3-c2ccc(F)cc2F)OCCO1 (configuration not stated)	-3	-1	-4	-1	1.8	0	-0.1	7	-4
C/C(CC(=O)NCCCN1CCOCC1)=N\NC(=O)COc1ccc(C)cc1	-4	2	-3	-2	-2.3	1	0.0	-2	-3
O=C(COc1ccc([N+](=O)[O-])cc1Cl)Nn1cnnc1	-7	-3	-3	13	0.1	0	-0.1	2	1
O=C(Nc1cccc(S(=O)(=O)C(F)F)c1)c1ccc(S(=O)(=O)N2CCCC2)cc1	-5	7	-3	0	2.6	-4	-0.2	2	-3
COc1ccc(-n2nc(C(=O)O)cc2-c2ccccc2)cc1	-4	5	26*	0	0.4	-3	-0.1	-3	4
Cc1cc(C)c(C(N)=O)c(Nc2cccc(Cl)c2C)n1	6	-3	0	-1	-0.5	0	0.0	1	-3
CCOc1ccc(S(=O)(=O)N2CCOCC2)cc1NC(=O)c1ccc(N2CCCC2=O)cc1	1	-3	-2	-5	0.0	-5	0.0	-7	4
CC(=O)Nc1ccc(OC(=O)C(CCS(C)(=O)=O)N2C(=O)c3ccccc3C2=O)cc1 (configuration not stated)	7	20	1	25&17	2.2	0	-0.3	-10	6
Cc1ccc2cc(/C=N/NC(=O)CN3CCOCC3)c(Cl)nc2c1	-7	17	0	-3	2.2	-5	-0.4	-10	2
Cc1c(C(=O)N2CCN(S(=O)(=O)c3cc(F)ccc3F)CC2)oc2ccccc12	7	13	1	-5	5.7	nt	-0.2	nt	nt
CC(C)CNc1oc(-c2ccccc2Cl)nc1C#N	3	1	0	13	4.9	1	-0.1	-7	3
Cn1c(=O)c(=O)n(C)c2cc(N3CCOCC3)c(NS(=O)(=O)c3ccc(F)c(Cl)c3)cc21	-1	18	-5	-6	0.4	0	0.1	1	2
Cc1csc(NC(=O)CCNS(=O)(=O)c2ccc3c(c2)c(=O)n(C)c(=O)n3C)n1	3	5	-5	-18	0.7	3	6.7*	1	0
CS(=O)(=O)N1CCC(C(=O)N2CCC(Cc3ccccc3)CC2)CC1	4	7	-2	-3	-0.7	-2	-0.1	-7	1

Continuation.
SMILES	LYPLA2 inh	PREPL inhibitor	PP1 inh	JMJD2C inh	PP5 primary	TPT1 inhibitor	Efflux pump mplx	HCV core dimer	Fh CTSL1 inh
COc1ccc(-c2cc(C)no2)cc1S(=O)(=O)N(C)c1ccc(C)cc1	-1	-2	0	3	-0.7	1	0.1	5	-1
COc1ccccc1N1CCN(CC(O)COc2ccc(C)c(C)c2)CC1 (configuration not stated)	4	10	5	-9	4.5	0	0.1	-8	1
O=C(O)CCCC(=O)Nc1cccc(-c2nc3ccccc3[nH]2)c1	5	-4	1	-12	0.1	-5	-0.2	2	-2
CCN(CC)c1ccc(/C=N/NC(=O)c2ccccn2)cc1	-4	-1	-4	28	1.3	-1	0.3	-10	4
COC(=O)c1c(NC(=O)C2C3CCC(C3)C2C(=O)O)sc2c1CCCCC2 (configuration not stated)	1	-5	-4	3	-0.5	-1	0.0	10	0
N#C/C(=C\c1ccccc1)C(=O)Nc1ccccn1	7	-16	1	10	-1.4	-2	-0.1	14	-2
NS(=O)(=O)c1ccc(NC(=S)NC(=O)c2cccnc2)cc1	-4	-2	-5	-47	4.7	4	0.0	-1	3
CC(=O)Nc1ccc(S(=O)(=O)NCC(C)NS(=O)(=O)c2ccc(NC(C)=O)cc2)cc1 (configuration not stated)	-6	-1	-1	24	-0.5	-3	0.0	-6	0
Oc1cc(Cc2ccccc2)cnc1CN1CCOCC1	1	14	-6	47	-2.4	-6	-0.2	-5	-6
O=C(NCCCl)Nc1cc([N+](=O)[O-])ccc1Cl	-8	5	-3	7	0.5	7	0.2	-2	2
CCc1ccc2c(c1)C(c1ccc([N+](=O)[O-])cc1)=NNC(c1ccc(F)cc1)=N2	4	15	0	13	-0.3	2	-0.1	3	2
CN1C(C(=O)Nc2ccccn2)=C(O)c2sc(Cl)cc2S1(=O)=O	3	-8	-3	0	-0.3	-3	0.0	8	-4
CCC(OCC(O)CN1CCN(CCN2C(=O)c3cccc4cccc(c34)C2=O)CC1)c1ccccc1 (configuration not stated)	45*	-11	2	-8	1.5	1	0.1	-5	2
COc1cccc(OC)c1C(=O)NC(=O)Nc1c(F)cc(F)cc1F	1	6	-3	-13	0.6	0	-0.1	6	2
CC(=O)N1CCN(S(=O)(=O)c2ccc(Cl)cc2F)CC1	6	-3	-3	-4	3.3	0	0.2	-2	2
O=C(CN1C(=O)c2ccccc2C1=O)N1CCN(C2c3ccccc3-c3ccccc32)CC1	-8	3	2	14	0.5	-2	-0.1	18	-1
